# POLI inh = DNA polymerase iota (human) inhibition | 390,000 compounds, 1% hits | Q9UNA4 | Pol iota fluorescent replication assay, 10 min | Potency, µM (titrated, usually from 115 µM), for the others: at the top dose activity, negative = inhibition, hits mostly inhibitors; also: potency is read from the fitted curve at half-maximal effect
#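 Pol iota at 10 nM preincubated 15 min with compounds at room temperature; reaction started with fluorescent substrate, 50 nM final. Fluorescence read kinetically at 0 and 10 min; buffer-only wells as negative control.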
# RXFP1 antag = antagonists of human relaxin receptor RXFP1; HEK293-RXFP1, relaxin-stimulated cAMP HTRF, 30 min; active compounds read low; activity change, negative = inhibition, % at 57.5 µM; 350,000 compounds, 0.59% hits;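 active = activity change of -60% or lower, but not beyond a set lower limit; inconclusive = change between -60% and -40%, or beyond the set limit; inactive = change above -40%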; also: % is scaled to controls: 0 for no effect and ±100 for the full control effect
# Target sequence (Q9HBX9 whole entry, looked up): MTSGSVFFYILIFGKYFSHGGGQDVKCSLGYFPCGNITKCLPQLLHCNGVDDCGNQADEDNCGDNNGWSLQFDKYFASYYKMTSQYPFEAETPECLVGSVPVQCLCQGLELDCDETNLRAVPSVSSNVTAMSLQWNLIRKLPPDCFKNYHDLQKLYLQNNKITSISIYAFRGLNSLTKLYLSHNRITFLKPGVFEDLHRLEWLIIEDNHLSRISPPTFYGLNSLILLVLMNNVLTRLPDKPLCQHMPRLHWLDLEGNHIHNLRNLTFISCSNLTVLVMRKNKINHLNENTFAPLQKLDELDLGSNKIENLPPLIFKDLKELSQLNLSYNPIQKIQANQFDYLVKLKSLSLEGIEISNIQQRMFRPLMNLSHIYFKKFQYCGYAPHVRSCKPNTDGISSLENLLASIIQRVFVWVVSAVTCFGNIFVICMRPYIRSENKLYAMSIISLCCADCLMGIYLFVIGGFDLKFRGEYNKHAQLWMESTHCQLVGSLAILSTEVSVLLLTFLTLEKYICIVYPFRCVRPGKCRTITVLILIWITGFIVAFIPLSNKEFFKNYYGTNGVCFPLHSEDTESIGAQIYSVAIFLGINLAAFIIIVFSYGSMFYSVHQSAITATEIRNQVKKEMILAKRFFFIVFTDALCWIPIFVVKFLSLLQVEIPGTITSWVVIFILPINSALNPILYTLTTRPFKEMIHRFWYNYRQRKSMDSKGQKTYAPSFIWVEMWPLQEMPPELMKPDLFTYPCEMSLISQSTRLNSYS
# POLH inh = DNA polymerase eta (human) inhibition; Q9Y253; recombinant Pol eta, fluorescent DNA replication assay; Potency, µM (doses to about 114 µM), for the others: at the top dose activity change, negative = inhibition, usual class: inhibitors; 390,000 compounds, 1.2% hits; AID 588591; also: potency is read from the fitted curve at half-maximal effect; % is scaled to controls: 0 for no effect and ±100 for the full control effect
#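 Pol eta at 10 nM preincubated with compounds 15 min at room temperature; reaction started with fluorescent substrate (50 nM final) and read kinetically at 0 and 10 min.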
# BLM inh = blocks DNA unwinding by human BLM helicase | recombinant BLM DNA unwinding, fluorescence dequenching | Potency, µM (titrated, usually from 56.1 µM), for the others: at the top dose activity change, negative = inhibition, most hits filed as inhibitors | 350,000 compounds, 0.2% hits;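 also: potency is read from the fitted curve at half-maximal effect; plate controls were vehicle for no effect and no enzyme for full effect; nearly all actives have a fitted effect of over 35% in size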
# POLB inh = blocks human DNA polymerase beta activity; P06746; Pol beta primer extension/strand displacement, fluorescence kinetic; Potency, µM (series often up to 114 µM), for the others: top-dose activity change, negative = inhibition, usual class: inhibitors; 340,000 compounds, 1.3% hits; AID 485314; also: potency is read from the fitted curve at half-maximal effect; % is scaled to controls: 0 for no effect and ±100 for the full control effect
#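 Homogeneous kinetic assay of primer extension and strand displacement by 10 nM Pol beta, preincubated 15 min at room temperature with compound before 50 nM substrate (final) was added. Read at 0 and 10 min; four-parameter Hill fit.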
# APEX1 inh = APE1 (human) endonuclease inhibition | P27695 | recombinant APE1, TAMRA/BHQ-2 abasic DNA cleavage fluorescence | Potency, µM (top dose mostly 65.8 µM), inactives show at the highest dose activity change, negative = inhibition, most hits filed as inhibitors | 350,000 compounds, 0.35% hits | AID 2517;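 also: potency is read from the fitted curve at half-maximal effect; plate controls were vehicle for no effect and reference inhibitor for full effect; nearly all actives have a fitted effect of over 55% in size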
# Target sequence (P27695 whole entry, looked up): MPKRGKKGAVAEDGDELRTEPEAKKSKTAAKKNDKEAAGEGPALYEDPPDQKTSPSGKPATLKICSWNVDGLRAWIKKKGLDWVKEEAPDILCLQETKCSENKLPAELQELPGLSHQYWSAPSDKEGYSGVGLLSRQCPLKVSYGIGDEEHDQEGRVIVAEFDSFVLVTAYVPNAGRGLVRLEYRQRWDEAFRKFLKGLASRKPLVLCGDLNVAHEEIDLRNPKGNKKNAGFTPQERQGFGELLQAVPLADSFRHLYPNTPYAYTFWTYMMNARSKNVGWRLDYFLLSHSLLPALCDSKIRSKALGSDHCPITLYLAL
#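 0.75 nM APE1 + cpd, 15 min RT; start w/ 50 nM TAMRA/BHQ-2 THF-abasic dsDNA; kinetic fluor 525/598 nm ×3 reads @60 s; Δ(read3−read1); normalized to DMSO and NSC13755 control wells.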
# Anesthetic bind = candidate novel general anesthetic via apoferritin binding | 350,000 compounds, 0.074% hits | P02791 | apoferritin/1-aminoanthracene competitive binding, fluorescence | Potency, µM (series often up to 77.5 µM), for inactives: at the top dose activity change, negative = displacement, actives largely listed as inhibitors; also: potency is read from the fitted curve at half-maximal effect; % is scaled to controls: 0 for no effect and ±100 for the full control effect; nearly all actives have a fitted effect of over 20% in size
#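 In PBS, apoferritin at 10 uM is loaded with 1-AMA from a 50% saturated solution. After 10 min of compound exposure at ambient temperature, reduced 535 nm fluorescence indicates probe displacement.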
# Pol kappa inh = DNA polymerase kappa (human) inhibition; Q9UBT6; 400,000 compounds, 0.53% hits; Potency, µM (highest dose often 107 µM), without a hit: at the highest dose activity, negative = inhibition, most hits filed as inhibitors; AID 588579; purified Pol kappa, fluorescent DNA synthesis assay, 10 min; also: potency is read from the fitted curve at half-maximal effect; % is scaled to controls: 0 for no effect and ±100 for the full control effect
#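 First, compounds were pin-transferred onto 10 nM Pol kappa. After 15 min at room temperature, substrate was added to 50 nM final. Fluorescence was then measured kinetically at 0 and 10 min.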
# Tb PGK inh = inhibitors of T. brucei phosphoglycerate kinase; AID 602233; Potency, µM (highest dose often 57.5 µM), for inactives: top-dose activity change, negative = inhibition, most hits filed as inhibitors; 380,000 compounds, 0.043% hits; PGK/GAPDH coupled, Kinase-Glo luminescence, 60 min; P07378; also: potency is read from the fitted curve at half-maximal effect; % is scaled to controls: 0 for no effect and ±100 for the full control effect; nearly all actives have a fitted effect of over 60% in size
#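 Recombinant glycosomal PGK reaction used 1,3-bisphosphoglycerate generated in-well by GAPDH (100nM final) in 100mM TEA pH 7.6, 5mM MgCl2, 0.01% Tween-20. After 60 minutes at room temperature, ATP was read by Kinase-Glo Plus luminescence end-point.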
# * hit, by the source's call; i = inactive; u = inconclusive; x = not tested or not shown; [ ] = another dose, or the depositor's remark. Unless noted, calls follow the shape of the dose curve; as a rule, active = well fitted curve in the direction sought with a large enough effect; inconclusive = small, poorly fitted or top-dose-only effect, or another doubt; inactive = no such curve, though single readings can be large; an effect the other way counts as inactive or inconclusive.
SMILES,POLI inh,RXFP1 antag,POLH inh,BLM inh,POLB inh,APEX1 inh,Anesthetic bind,Pol kappa inh,Tb PGK inh
Cc1ccc(NC(=O)CSc2nnc(C)s2)c(C)c1,-21%,x,0%,-2%,3%,x,1%,1%,-3%
CCC(C)NS(=O)(=O)c1ccc(S(=O)(=O)N2CC=C(c3ccc(F)cc3)CC2)cc1 (stereo not given),2%,10,-13%,-2%,2%,-10%,-23%,-1%,-2%
Fc1ccc2[nH]c(-c3cccs3)cc2c1,11%,-1,-18%,-13%,0%,x,2%,-9%,-1%
COc1ccc(/C=N/NC(=O)CN2CCCCCCC2)c(C)c1C,-17%,-7,-10%,1%,6%,-5%,-2%,-1%,-12%
COc1cccc(N2CCN(c3c4c(nc5ncnn35)CCC4)CC2)c1,-4%,4,-15%,-1%,17%,11%,4%,-5%,13%
COC(=O)c1cc(S(=O)(=O)Nc2cccc(S(N)(=O)=O)c2)oc1C,21%,-4,-16%,-6%,17%,22%,0%,4%,i
COC(=O)C(C(=O)OC)N1C(=O)CCC1=O,14%,11,-5%,0%,-11%,-1%,-3%,-6%,0%
O=C(O)c1ccc(N2CCS(=O)(=O)CC2)cc1,-13%,-8,-6%,0%,7%,-4%,0%,1%,-6%
Cc1ccc2nsnc2c1NC(=O)CCl,u,5,-6%,-4%,1%,8%,-5%,-5%,-5%
CCCCCCCCCCCCCC(=O)NO,5%,9,2%,x,x,x,x,-6%,-8%
Cn1cccc1/C=N/N1CCN(Cc2ccc(Cl)cc2)CC1,34%[activator],0,-9%,-1%,6%,1%,-13%,-4%,-6%
COc1ccc(NC(=O)Cn2c(=O)c3ccccc3n3nncc23)c(OC)c1,-2%,x,-5%,-9%,4%,x,6%,-20%,-1%
CCCCC(=O)Nc1ccc2c(c1)OCCO2,-9%,4,7%,0%,0%,-7%,-20%,-19%,i
C(=C\c1ccccc1)/CN1CCN(Cc2ccc3c(c2)OCCO3)CC1,x,x,x,5%,-17%,4%,-10%,x,x
O=C(NCCCNc1ccnc2cc(Cl)ccc12)c1ccccc1F,6%,-4,-8%,39%[activator],-23%,46%[activator],-1%,5%,-1%
O=c1[nH]c2ccccc2cc1CN(Cc1ccco1)S(=O)(=O)c1ccccc1,77%[activator],-34,-11%,-9%,-2%,2%,-7%,-7%,4%
CC(C)(C)NC(=O)Nc1nnc(SCC(=O)NC2CCCCC2)s1,15%,-14,-16%,x,x,41%,x,-3%,-1%
COC(=O)c1cccn(CC(=O)c2ccc(Cl)cc2Cl)c1=O,62%[activator],6,-17%,-4%,-20%,-1%,-14%,-7%,-7%
Cc1cccc(N/C=C/c2onc(C)c2[N+](=O)[O-])c1,-6%,8,-12%,1%,0%,-1%,u,-17%,i
COC(C/C=C\[C@@H](O)[C@@H](C)OCc1ccccc1)OC,-16%,x,-3%,x,x,x,x,-17%,i
Cc1ccn2c(=O)nc(SCC(=O)N3CCCCC3)nc2c1,u,-7,u,x,x,-7%,x,-25%,-11%
CCOC(=O)C(=CNc1cc(OC)ccc1-n1cccc1)C(=O)OCC,u,-34,-22%,-9%,-2%,-4%,-5%,-7%,i
O=S(=O)(/C=C/c1ccccc1)Nc1ccc(F)cc1,134%[activator],-9,-25%,-3%,-24%,-2%,-19%,-3%,1%
COc1ccc(/C=C/C(=O)NC(C)CCc2ccccc2)cc1 (stereo not given),0%,3,-6%,-3%,23%,2%,8%,-10%,-2%
CC(=O)c1ccc(Nc2c(C)n(C)n(-c3ccccc3)c2=O)cc1,80%[activator],-18,1%,-2%,1%,-10%,-1%,-6%,3%
O=C(c1ccc([N+](=O)[O-])c(CS(=O)(=O)c2ccc(Cl)cc2)c1)N1CCCC1,28%,-6,-15%,0%,24%,19%,-4%,-1%,i
Cc1cc(C)nc(N/N=C/c2cc(Br)ccc2O)n1,19%,-5,-17%,-3%,1%,-1%,-6%,-2%,-1%
CN(C)CCCNC(=S)NCCNc1nc2cc3c(cc2cc1C#N)OCO3,-4%,8,-5%,50%[activator],-1%,-4%,66%[activator],-18%,-2%
O=C(CN1CCN(Cc2ccc(F)cc2)CC1)Nc1ccccc1F,-12%,3,-8%,1%,1%,43%,3%,6%,x
Cc1oc(C)c(C(N)=O)c1C(N)=O,10%,11,-6%,1%,u,5%,-4%,-4%,4%

# Entries of single compounds from above. Order of screens: POLI inh | RXFP1 antag | POLH inh | BLM inh | POLB inh | APEX1 inh | Anesthetic bind | Pol kappa inh | Tb PGK inh
# CN(C)CCCNC(=S)NCCNc1nc2cc3c(cc2cc1C#N)OCO3 is listed as -4% | 8 | -5% | 50%[activator] | -1% | -4% | 66%[activator] | -18% | -2%
# O=c1[nH]c2ccccc2cc1CN(Cc1ccco1)S(=O)(=O)c1ccccc1 is listed as 77%[activator] | -34 | -11% | -9% | -2% | 2% | -7% | -7% | 4%
# Cc1oc(C)c(C(N)=O)c1C(N)=O is listed as 10% | 11 | -6% | 1% | u | 5% | -4% | -4% | 4%
# Cc1cccc(N/C=C/c2onc(C)c2[N+](=O)[O-])c1 is listed as -6% | 8 | -12% | 1% | 0% | -1% | u | -17% | i

# Further compounds follow:
SMILES,POLI inh,RXFP1 antag,POLH inh,BLM inh,POLB inh,APEX1 inh,Anesthetic bind,Pol kappa inh,Tb PGK inh
Cc1ccn2cc(CCNC(=O)c3ccc(Br)o3)nc2c1,21%,6,-18%,0%,6%,-7%,-7%,2%,-9%
CSc1nnc(N2C(=O)C(O)=C(C(=O)c3ccco3)C2c2ccccc2F)s1 (stereo not given),-21%,-17,-5%,-1%,2%,-8%,-5%,-18%,1%
COc1ccc(C2=C(C)C(=O)N(Cc3ccc(C(=O)NCc4ccccc4C)cc3)S2(=O)=O)cc1,128%[activator],-7,x,-3%,7%,x,-16%,-2%,x
COc1ccc(-n2cc(-c3ccc4c(c3)OCO4)n(CC(=O)Nc3cccc(C)c3C)c2=O)c(OC)c1,-9%,-25,6%,-5%,7%,x,-11%,4%,-9%
CCc1nnc(NCn2nc(C)cc2C)s1,-3%,-12,-13%,-1%,1%,7%,-9%,-4%,-7%
CC1(C)CC(NC(=O)c2cccc(S(=O)(=O)N(Cc3ccccc3)c3ccccc3)c2)CC(C)(C)N1,12%,-11,-11%,x,x,4%,x,-12%,-8%
CCOc1ccc(CCNC(=O)COC(=O)c2ccc(S(C)(=O)=O)cc2)cc1OCC,24%,-19,-11%,x,x,46%[activator],x,-4%,-6%
CCCNC(=O)CSc1ccc(S(=O)(=O)N2CCCC2)cn1,-6%,0,-15%,x,x,2%,x,5%,-4%
COc1ccccc1CN(CC(=O)NCc1ccc2c(c1)OCO2)C(=O)c1ccc2c(c1)OCCO2,-16%,-4,-16%,5%,7%,-4%,-13%,-7%,-6%
Cc1cc(NC(=O)Cn2nc(C(F)(F)F)c3c2CCC3)n(-c2ccccc2)n1,-6%,15,-5%,-2%,11%,-4%,-10%,-18%,-4%
Cc1ccc(S(=O)(=O)N2CCOCC2)cc1C(=O)NC1CCN(Cc2ccccc2)CC1,6%,9,-1%,x,x,x,x,-8%,-1%
CCCCC1=NN(C(=O)c2cccnc2)C(O)(C(F)(F)F)C1 (stereo not given),138%[activator],16,-1%,-1%,12%,0%,0%,-5%,-1%
COc1ccc2[nH]c(=O)c(CN(c3ccccc3OC)S(=O)(=O)c3ccccc3)cc2c1,14%,x,-10%,-6%,0%,40%,-4%,6%,-1%
COc1ccc(C2=NOC(COc3ccc4c(C)cc(=O)oc4c3)C2)c(OC)c1 (stereo not given),117%[activator],-7,-14%,-2%,2%,-7%,-7%,2%,-1%
COc1cccc(C(=O)O/N=C2\CCS(=O)(=O)c3sccc32)c1,83%[activator],-13,-9%,-6%,-2%,13%,-2%,-3%,i
Cc1nn(Cc2ccccc2Cl)c(C)c1C(=O)NCc1ccco1,10%,-5,-10%,-2%,1%,0%,-8%,6%,i
CCCCOc1ccccc1NC(=O)CC1Nc2ccccc2NC1=O (stereo not given),6%,-12,-13%,-7%,-10%,3%,u,-4%,-5%
Nc1nnnn1/N=C/c1cccc(OCc2ccccc2Cl)c1,-10%,21,3%,1%,u,0%,-12%,-1%,-2%
Nc1cc(Cl)c(NC2=NCCN2)c(Cl)c1,-5%[58.9 µM],x,1%[57.1 µM],x,1%[57.1 µM],-11%,x,1%[60.1 µM],x
COCCn1nnnc1CN(CCc1ccc(OC)c(OC)c1)Cc1cc2ccc(C)cc2[nH]c1=O,-5%,-3,-13%,2%,19%,10%,76%[activator],1%,-5%
CS(=O)(=O)N(CC(N)=O)c1ccc(F)c(Cl)c1,9%,-1,0%,2%,-18%,4%,22%,-3%,-8%
C#CCOCCOCCOCCNc1nc(N2CCN(C(=O)[C@H]([C@@H](C)O)n3cc(CCCCN)nn3)CC2)nc(N2CCN(C(=O)[C@H]([C@@H](C)CC)n3cc(CCCCN)nn3)CC2)n1,u,x,-2%,x,x,-15%,x,-11%,i
Cc1ccc(C2(C)NC(=O)N(CC(=O)Nc3ccc4c(c3)CCC4)C2=O)cc1 (stereo not given),-1%,3,-5%,x,x,-1%,x,-1%,-3%
CCOC(=O)N1CCN(C(=O)Cn2ncn3nc(-c4cccs4)cc3c2=O)CC1,5%,-10,-8%,1%,5%,-3%,2%,-5%,-11%
COc1ccc(CCN(C)C(=O)C2CCN(Cc3ccc(C)cc3)CC2)cc1OC,34%,-2,-3%,1%,-12%,0%,-3%,11%,0%
CC(=O)Nc1ccc(NC(=O)C2CCCN(S(=O)(=O)c3ccc4c(c3)CCCC(=O)N4)C2)cc1 (stereo not given),2%,x,-15%,3%,15%,x,-2%,2%,-10%
O=C(Nc1nc(-c2ccccc2)cs1)c1ccco1,35%[activator],15,-11%,3%,2%,1%,-8%,-1%,-2%
Oc1c(C=Nc2ccccc2)sc2ccccc12,-10%,-70*,-11%,-6%,0%,5%,10%,-13%,u
O=C(O)CSc1nnc(COc2ccc(Br)cc2)n1-c1ccccc1,27%,-4,-14%,-2%,38%,1%,-3%,-26%,-1%

# Bioassay records: PubChem BioAssay, National Center for Advancing Translational Sciences (NCATS)

# Some of the compounds tested; the hit share may differ from the screen's.
